High-throughput results (PubChem BioAssay)
MKP-3 inhibition = MKP-3 phosphatase inhibitors, primary screen, biochemical, rat enzyme, in vitro (AID 425). Dual specificity protein phosphatase 6 (Rattus norvegicus). recombinant MKP-3 phosphatase activity, fluorescence; higher % means a stronger effect. inhibition, % at 20 µM; hits with a dose series show IC50 in µM. actives 0.17% (n = 110,000); in the data active means inhibition above about 50%;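 further: plate controls were vehicle for no effect and reference inhibitor for full effect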
Hsp70 displacement = Hsp70 inhibitors, probe displacement, primary screen, biochemical, fluorescence polarization (AID 583); Heat shock 70 kDa protein 1A (Homo sapiens); Hsp70 fluorescence polarization probe displacement, mP; higher % means a stronger effect; displacement, % at 20 µM, or IC50 in µM where a hit was titrated; actives 0.06% (n = 140,000); in the data active means displacement above about 50%;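 further: plate controls were vehicle for no effect and reference ligand for full effect; a part of the inactive calls stands beside numbers as strong as those of hits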
Starred values were filed as active, the others as inactive; . = not tested or not shown; & = joins results of further samples. An excerpt; the hit share may differ from the screen's.

Start of the data: the first 2 records, ahead of the listing:
SMILES	MKP-3 inhibition	Hsp70 displacement
CCOC(=O)c1ccc2nc3c(cc2c1)CCS3	-6%	2.9%
CC1CCC(C(=O)NC(C(=O)NCc2ccccn2)C(C)C)CC1 (centres undefined)	.	1.1%

The whole of this part, from the first entry:
SMILES	MKP-3 inhibition	Hsp70 displacement
CCOC(=O)c1ccc2nc3c(cc2c1)CCS3	-6%	2.9%
CC1CCC(C(=O)NC(C(=O)NCc2ccccn2)C(C)C)CC1 (centres undefined)	.	1.1%
O=C1C=C(NCCNc2c(F)c(F)c(CO)c(F)c2F)CCC1	0%	2.8%
O=C(NCc1ccc2c(c1)OCO2)c1ccc2snnc2c1	.	-0.1%
C=CCc1c(C)[nH]c(=S)c(C#N)c1C	-2%	6.5%
CC(C)n1c(Nn2cnnc2)nc2ccccc21	-8%	-0.5%
CN(C)C(=O)CCc1nc2sc3c(c2c(=O)[nH]1)CCCC3	.	-0.5%
Cc1cc(C(=O)N/N=C/c2c(Cl)cccc2Cl)n[nH]1	3%	-2.5%
O=C1c2ccccc2S(=O)(=O)N1CCOc1ccc(F)cc1	-9%	2.4%
COc1ccc(/C=C2\CCC/C(=C\c3ccc(OC)c(OC)c3)C2=O)cc1OC	1%	0.3%
COc1ccc(C2C(C#N)=C(N)SC(N)=C2C#N)cc1OC	-5%	-45%
CN(C(=O)C1CCCO1)c1nnc(-c2ccccn2)s1 (centres undefined)	5%	1.4%
CC1=CC(C)(C)N(C(=O)C(Cc2ccccc2)N2C(=O)c3ccccc3C2=O)c2ccccc21 (centres undefined)	-3%	2.8%
CC(=O)Nc1ccc(NC(=O)CSc2nc3ccccc3o2)cc1	2%	-3.9%
O=C(c1ccccc1)c1cccn1CC(=O)N1CCN(c2ccc(F)cc2)CC1	5%	5.3%
COc1ccc(S(=O)(=O)CCc2nnc(-c3ccc(Br)cc3)o2)cc1	3%	-4.0%
O=C(CC(c1ccccc1)c1ccccc1)c1ccc2c(c1)OCCO2	-1%	0.4%
Cc1cc(NC(=O)Cn2nnc3sc4c(c3c2=O)CCCC4)no1	0%	5.3%
COc1cc(NC(=O)c2ccc(C)cc2)c(OC)cc1NC(=O)CN1CCOCC1	2%	0.6%
COc1cccc(NC(=O)/C(=C/c2ccccc2)c2ccccc2)c1	0%	0.1%
CCC(OC(=O)CCc1nc2ccccc2[nH]c1=O)C(=O)c1ccccc1 (centres undefined)	2%	-3.3%
C/C(=C\C(=O)OC1CC(C)(C)NC(C)(C)C1)NC1CC(C)(C)NC(C)(C)C1	0%	0.6%
COc1cccc(CN2CCN(C3CCC(C)CC3)CC2)c1 (centres undefined)	3%	1.3%
COCCCN1C(=O)c2ccc(C(=O)O)cc2C1=O	.	9.4%
CC(C)Nc1oc(Cc2cccc3ccccc23)nc1C#N	-2%	-9.6%
O=C(Cc1ccccc1[N+](=O)[O-])N1CCN(c2ccc(F)cc2)CC1	2%	-0.4%
Cc1cc(C=NNC(=O)CC#N)c(C)n1-c1ccc(Cl)c(Cl)c1	10%	1.7%
CC(=O)N1CCc2cc(S(=O)(=O)NC(C(=O)Nc3ccc4c(c3)OCCO4)C(C)C)ccc21 (centres undefined)	0%	2.8%
COC(=O)COc1nsnc1N1CCOCC1	-8%	1.0%
COc1ccccc1N1C(=O)c2cccc3c(N(C)C)ccc(c23)C1=O	2%	-5.6%
c1csc(-c2cn3c(n2)SCC3)c1	-4%	-5.3%
O=C(COc1ccccc1Cl)Nc1cccc(NC(=O)c2ccccc2)c1	3%	-2.8%
Cc1cc(C)nc(SCC(=O)Nc2ccc(Cl)cc2)n1	4%	-1.1%
O=C(Nc1nnc(SCc2ccc(F)cc2)s1)c1ccco1	-1%	-4.6%
COCCCNC(=O)c1cc(OC)c(OC)c(OC)c1	0%	-2.2%
O=C(/C=C(/O)c1ccc(Cl)cc1)C(=O)Nc1ccccc1	2%	-18%
Cc1occc1C(=O)NCCc1cccc(Cl)c1	3%	1.4%&-1.3%
Cc1c(C)c2cc(Cl)c(O)c(CN3CCCC(C)C3)c2oc1=O (centres undefined)	0%	4.1%
CCOc1ccc2nc(NC(=O)c3ccccc3C(=O)O)sc2c1	-1%	7.8%
O=C(CN1C(=O)c2ccccc2C1=O)Nc1ccc(F)c(F)c1	3%	0.1%
Cc1nc(NC(=O)CCCC(=O)Nc2nc(C)c(C)s2)sc1C	8%	-2.5%
COc1ccccc1NC(=O)c1nnn(CC(=O)Nc2cccc(SC)c2)c1N	-12%	0.1%
COc1cc(NC(=O)c2cc([N+](=O)[O-])ccc2N2CCCCCC2)c2ncccc2c1	-12%	5.3%
O=S(=O)(NC1c2ccccc2Oc2ccccc21)c1ccccc1	4%	2.0%
CCCc1nnc(NC(=O)CCC(=O)N2CCCCC2CC)s1 (centres undefined)	0%	4.7%
CCOC(=O)C(=CNc1ccc(OC)c(OC)c1)C(=O)OCC	2%	-1.6%
COc1cccc(NC(=O)Nc2cccs2)c1	4%	-1.0%
O=C1c2ccc(-c3nc4ccccc4c(=O)o3)cc2C(=O)N1c1ccccc1[N+](=O)[O-]	3%	-0.9%
O=C(C#Cc1ccccc1)Nc1ccc(Cl)cc1	0%	-3.7%
CC1=C(C(N)=O)C(c2ccccc2)n2nc(-c3ccncc3)nc2N1 (centres undefined)	6%	1.9%
O=C(N1CCN(c2ccc([N+](=O)[O-])cc2)CC1)S(=O)(=O)c1ccccc1	-6%	-7.5%
O=C(CNC(=O)c1ccccc1)NC1(C(=O)NC2CCCC2)CCCCC1	2%	0.8%
CCCOc1cccc(NC(=O)c2ccc(C)o2)c1	0%	-0.1%
COc1ccc(N2CCN(C(CNC(=O)C3CCCCC3)c3cccnc3)CC2)cc1 (centres undefined)	6%	1.9%
CC(C)C1Cc2c(C#N)c(N)n(C)c(=S)c2CO1 (centres undefined)	1%	-0.4%
Cc1ccccc1NC1(c2ccccc2Cl)C(=O)c2ccccc2C1=O	-2%	1.8%
O=C1C(Cl)=C(N2CCOCC2)C(=O)N1c1ccccc1Cl	-8%	-1.1%
CCOC(=O)/C(C#N)=C1/SC(CC)C(=O)N1c1ccc(Br)cc1 (centres undefined)	.	1.8%
Cc1ccc(NC(=O)CN2CCOCC2)c(C(=O)c2ccccc2)c1	4%	7.2%
CCOc1ccc(N(CC(=O)N2CCN(c3ccccc3)CC2)S(=O)(=O)c2c(C)noc2C)cc1	7%	4.3%
(listing goes on)
SMILES	MKP-3 inhibition	Hsp70 displacement
Cc1ccc(-c2nnc(SCC(=O)O)n2N)cc1	-1%	8.5%
CCOC(=O)c1c(NC(=O)CC2SC(N)=NC2=O)sc2c1CCCC2 (centres undefined)	2%	0.7%
O=c1ccc(/C=C/c2ccccc2)nn1Cc1ccccc1	.	-0.5%
CN(C)c1ccc(/C=C2\SC(N3CCN(C(c4ccccc4)c4ccccc4)CC3)=NC2=O)cc1	4%	-12%
CCOc1ccc(N(CC(=O)NCCSc2ccccn2)S(C)(=O)=O)cc1	0%&2%	3.1%&-1.1%
Cc1cc([N+](=O)[O-])ccc1NC(=S)NC(=O)Cc1ccccc1	.	3.9%
CCn1c2ccccc2c2cc(CN3CCN(Cc4cccc(OC)c4)CC3)ccc21	4%	1.6%
CCOC(=O)C1CCN(c2ncnc3c2[nH]c2cccc(OC)c23)CC1	-6%	5.6%
Cn1c(SCC(=O)Nc2sccc2C#N)nnc1-c1ccccc1	.	1.2%
O=C1C(N2CCOCC2)=C(n2nnc3ccccc32)C(=O)c2ccccc21	.	2.7%
CC(C)CC(NC(=O)C1CCC(C)CC1)C(=O)NCc1ccccn1 (centres undefined)	.	0.3%
CC(=O)c1ccc(Oc2cc(C)nc(-n3nc(C)cc3C)n2)cc1	-5%	1.0%
S=C1NCCc2ccc(Cl)cc2C1c1ccccc1Cl (centres undefined)	.	3.3%
S=c1[nH]nc(COc2ccc(Cl)cc2)o1	-3%	-0.2%
CC12CCC(C(=O)N(c3cccc(O)c3)C1=O)C2(C)C (centres undefined)	2%	4.5%
O=C(Cc1ccc(S(=O)(=O)N2CCCC2)s1)Nc1nc2c(s1)CCCC2	-4%	-0.8%
Oc1[nH]c2ccccc2c1N=Nc1nc(-c2ccccc2)c2cc(Br)ccc2n1	12%	-0.1%
CCN1C(=O)C(O)(C2COC(C)(C)CC2=O)c2ccccc21 (centres undefined)	.	-2.1%
Nn1c(SCC(=O)Nc2ccc3c(c2)OCCO3)nnc1-c1ccccn1	-9%	1.6%
COc1ccc(CNC(=O)C2CCCN(S(=O)(=O)c3cnc[nH]3)C2)cc1 (centres undefined)	-1%	-0.3%
CC(=O)N1CCN(c2ccc(NC(=O)c3cc(Cl)ccc3Cl)cc2)CC1	-2%	5.0%
COc1ccc(OC)c(NC(=O)c2ccccc2[N+](=O)[O-])c1	-1%	7.0%
COc1ccc(C2CC(=O)C3=C(C2)Nc2ccccc2NC3c2cc(Br)ccc2OC)cc1 (centres undefined)	4%	-5.5%
COC(=O)c1c(C)oc(C)c(C(=O)OC)c1=O	7%	3.6%

Reformatted with bars between the fields: part of the list above
structure | MKP-3 inhibition | Hsp70 displacement
O=C1c2ccc(-c3nc4ccccc4c(=O)o3)cc2C(=O)N1c1ccccc1[N+](=O)[O-] | 3% | -0.9%
O=C(C#Cc1ccccc1)Nc1ccc(Cl)cc1 | 0% | -3.7%
CC1=C(C(N)=O)C(c2ccccc2)n2nc(-c3ccncc3)nc2N1 (centres undefined) | 6% | 1.9%
O=C(N1CCN(c2ccc([N+](=O)[O-])cc2)CC1)S(=O)(=O)c1ccccc1 | -6% | -7.5%
O=C(CNC(=O)c1ccccc1)NC1(C(=O)NC2CCCC2)CCCCC1 | 2% | 0.8%
CCCOc1cccc(NC(=O)c2ccc(C)o2)c1 | 0% | -0.1%
COc1ccc(N2CCN(C(CNC(=O)C3CCCCC3)c3cccnc3)CC2)cc1 (centres undefined) | 6% | 1.9%

Next section
SMILES	MKP-3 inhibition	Hsp70 displacement
CCCc1nnc(NC(=O)CC(=O)OCC)s1	-7%	1.4%
COc1cc(C2Nc3ccccc3C(=O)N2Cc2ccccc2)cc(OC)c1OC (centres undefined)	-5%	2.8%
O=C(CSc1ccccn1)Nc1ccc2c(c1)C(=O)c1ccccc1C2=O	16%	6.1%
Cc1cc2oc(=O)c3c(c2cc1OC(=O)c1ccco1)CCCC3	-6%	1.5%
CCNC(=O)CCCOc1ccc(Cl)cc1Cl	0%	4.6%
Cc1nn2c3ccccc3n(C)c2c1C(=O)NN	0%	5.5%
O=C(c1ccc2c3c(cccc13)C(=O)N(O)C2=O)N1CCCCC1	-1%	2.6%
COc1ccc(N2C(=O)c3ccccc3NC2c2ccc(Br)cc2)cc1 (centres undefined)	3%	-3.4%
Cc1ccc(-c2csc(NC(=O)c3cccc([N+](=O)[O-])c3)n2)cc1	0%	-3.0%
CCn1c(SCC(=O)Nc2cccc(NC(C)=O)c2)nnc1C(C)C	6%	4.3%
O=c1c2ccccc2c(-c2ccccc2)nn1-c1cc(N2CCN(CCO)CC2)ccc1[N+](=O)[O-]	6%	-3.6%
COc1cc(C(=O)NCc2ccc(C)cc2)ccc1OCc1c(C)noc1C	.	2.6%
Cc1ccc(C)c(NC(=O)c2ccc(-c3cccc(Cl)c3C)o2)c1	-2%	1.1%
O=C(CC1Sc2ccccc2NC1=O)Nc1ccc(O)cc1 (centres undefined)	5%	0.9%
CCc1c(C)nc2cc(C)[nH]n2c1=O	.	0.7%
Cn1nnc(NC(=O)c2cccc(F)c2)n1	-8%	9.2%
CN(c1ccc(C(=O)N2CCc3ccccc3C2)cc1)S(C)(=O)=O	-1%	8.9%
Cc1cc(NC(=O)c2ccccc2C)ccc1NC(=O)c1cccs1	3%	-0.4%
COc1ccc(/C=C2\C(=O)NC(=O)N(c3cc(C)cc(C)c3)C2=O)cc1[N+](=O)[O-]	1%	2.2%
COc1ccc(-c2cc(C(F)(F)F)nc(N3CCOCC3)n2)cc1	.	-1.9%
O=C(COc1ccc2ccccc2c1)Nc1cccc(Cl)c1Cl	4%	0.3%
CCn1c(SCC(=O)Nc2cc(F)ccc2C)nnc1-c1ccccc1O	-6%	3.4%
CCOc1cc(/C=N/NC(=O)Cn2nc([N+](=O)[O-])cc2C)ccc1OCc1ccc(F)cc1	.	-2.9%
Cc1ccc(-c2csc(NC(=O)c3ccc(C)c(C)c3)n2)cc1	1%	-2.5%
Cn1c(=O)n(C)c2cc(S(=O)(=O)Nc3ccccc3O)ccc21	.	7.1%
COc1ccc(N2CSC3=C(C#N)C(c4ccc(OC)c(OC)c4)CC(=O)N3C2)c(OC)c1 (centres undefined)	-2%	-0.2%
O=C(/C=C/c1cccc([N+](=O)[O-])c1)NCCC12CC3CC(CC(C3)C1)C2	7%	-1.4%
Cc1cc(C)cc(-n2c(SCC(=O)NCc3ccco3)nc3ccccc3c2=O)c1	.	-0.4%
CN(C)S(=O)(=O)c1ccc2c(c1)C(CC(=O)O)NC2=O (centres undefined)	6%	0.7%
Cc1ccc(CCC(=O)Nc2ccc([N+](=O)[O-])cc2)o1	-10%	4.0%
COc1ccc(S(=O)(=O)N/N=C/c2cn(Cc3ccccc3)c3ccccc23)cc1	5%	-2.7%

A draw from above in order of count of non-hydrogen atoms, rising.
SMILES	MKP-3 inhibition	Hsp70 displacement
CN(C)S(=O)(=O)c1ccc2c(c1)C(CC(=O)O)NC2=O (centres undefined)	6%	0.7%
Cc1ccc(-c2csc(NC(=O)c3ccc(C)c(C)c3)n2)cc1	1%	-2.5%
O=C(/C=C/c1cccc([N+](=O)[O-])c1)NCCC12CC3CC(CC(C3)C1)C2	7%	-1.4%
CCn1c(SCC(=O)Nc2cc(F)ccc2C)nnc1-c1ccccc1O	-6%	3.4%
COc1ccc(S(=O)(=O)N/N=C/c2cn(Cc3ccccc3)c3ccccc23)cc1	5%	-2.7%
COc1ccc(N2CSC3=C(C#N)C(c4ccc(OC)c(OC)c4)CC(=O)N3C2)c(OC)c1 (centres undefined)	-2%	-0.2%
